# GSTO1 counter: counter-screen for RBBP9 inhibitors: inhibitors of human GSTO1. P78417. recombinant GSTO1, activity-based probe fluorescence polarization. inhibition, % at 5.96 µM. actives 1.1% (n = 300,000);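 active = inhibition above the campaign mean inhibition plus 3 SD, cut at about 35% in these data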;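 also: 0% = GSTO1-1 with DMSO and 100% = wells lacking GSTO1-1 enzyme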
# PAFAH1B2 inh: inhibitors of human PAFAH1B2. P68402. inhibition, % at 3.39 µM. actives 1.2% (n = 340,000). recombinant PAFAH1B2, FP-rhodamine activity probe, fluorescence polarization. AID 492953;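 active = inhibition above the mean of all tested compounds plus 3 SD, cut at about 24% in these data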;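 also: 0% = enzyme with DMSO and 100% = wells lacking PAFAH1B2; many of its hits are not listed in these tables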
# Target sequence (P68402 whole entry, looked up): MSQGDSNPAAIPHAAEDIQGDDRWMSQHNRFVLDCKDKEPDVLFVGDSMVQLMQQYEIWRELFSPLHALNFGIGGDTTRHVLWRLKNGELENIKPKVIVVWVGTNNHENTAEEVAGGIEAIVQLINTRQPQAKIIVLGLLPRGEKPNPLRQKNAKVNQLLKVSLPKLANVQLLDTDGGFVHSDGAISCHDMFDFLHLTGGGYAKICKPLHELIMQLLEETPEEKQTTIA
# LYPLA2 counter: counter-screen for PME1 inhibitors: inhibitors of human LYPLA2. O95372. inhibition, % at 5.9 µM. recombinant LYPLA2, FP-Rh probe fluorescence polarization. actives 0.38% (n = 320,000);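 active = inhibition above the screen-wide mean plus 3 SD, limit set per campaign, cut at about 26% in these data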;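 also: 0% = LYPLA2 with DMSO and 100% = wells lacking LYPLA2 enzyme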
# LYPLA1 inh: blocks human lysophospholipase 1, a PME1 counter-screen. O75608. recombinant LYPLA1, FP-Rh probe fluorescence polarization. inhibition, % at 5.9 µM. actives 0.16% (n = 320,000). AID 2174;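 active = inhibition above the mean of all tested compounds plus 3 SD, set per campaign, cut at about 14% in these data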;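 also: inhibitors block serine hydrolase probe labeling of LYPLA1 so polarization falls; 0% = enzyme with DMSO and 100% = wells lacking LYPLA1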
# Target sequence (O75608 whole entry, looked up): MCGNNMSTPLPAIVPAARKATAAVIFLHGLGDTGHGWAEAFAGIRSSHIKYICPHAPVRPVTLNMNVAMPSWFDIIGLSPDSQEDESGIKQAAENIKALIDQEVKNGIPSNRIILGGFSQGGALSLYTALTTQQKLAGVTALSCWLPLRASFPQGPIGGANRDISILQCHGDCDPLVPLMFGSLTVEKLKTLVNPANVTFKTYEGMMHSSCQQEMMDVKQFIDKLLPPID
# PAD4 inh: inhibitors of human PAD4 | Q9UM07 | actives 0.41% (n = 330,000) | recombinant PAD4, RCA probe fluorescence polarization | AID 485272 | inhibition, % at 6.36 µM;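 active = percent inhibition above a cutoff equal to the mean of all tested compounds plus 3 SD, cut at about 15% in these data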;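 also: 0% = PAD4 with RCA probe and DMSO and 100% = probe without PAD4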
# PREPL inh: human PREPL enzyme inhibition; Q4J6C6; actives 0.68% (n = 320,000); recombinant PREPL, fluorescence polarization activity-based probe; inhibition, % at 5.96 µM; AID 2751; in the data active = inhibition above about 43%;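 also: 0% = enzyme with DMSO and 100% = wells lacking enzyme; many of its hits are not listed in these tables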
# pPAFAH FP inh: pPAFAH (human) enzyme inhibition. Q13093. recombinant pPAFAH, FP-rhodamine probe fluorescence polarization. inhibition, % at 3.39 µM. actives 1.5% (n = 330,000). AID 463082;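 active = inhibition above the mean inhibition across the screen plus 3 SD, cut at about 25% in these data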;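 also: inhibitors block binding of the rhodamine activity-based probe so polarization drops; 0% = enzyme with DMSO and 100% = wells lacking pPAFAH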
# PME-1 primary: blocks human protein phosphatase methylesterase 1; actives 0.53% (n = 320,000); recombinant PME-1, FP-Rh probe fluorescence polarization; Q9Y570; inhibition, % at 5.9 µM;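 active = inhibition above the campaign mean of all compounds plus 3 SD, cut at about 26% in these data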;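 also: competitive labeling of PME-1 active site by serine hydrolase directed probe; 0% = PME-1 with DMSO and 100% = wells lacking PME-1 enzyme; inhibitors block probe labeling so polarization falls and inhibition rises; many of its hits are not listed in these tables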
# PAFAH1B3 inh: blocks human PAF acetylhydrolase 1B catalytic subunit 3; AID 492972; recombinant PAFAH1B3, FP-rhodamine probe, fluorescence polarization; actives 0.28% (n = 340,000); inhibition, % at 3.39 µM;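 active = inhibition above the screen-wide average of all tested compounds plus 3 SD, cut at about 25% in these data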;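 also: 0% = enzyme with DMSO only and 100% = wells lacking PAFAH1B3 protein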
# Target sequence (Q15102 whole entry, looked up): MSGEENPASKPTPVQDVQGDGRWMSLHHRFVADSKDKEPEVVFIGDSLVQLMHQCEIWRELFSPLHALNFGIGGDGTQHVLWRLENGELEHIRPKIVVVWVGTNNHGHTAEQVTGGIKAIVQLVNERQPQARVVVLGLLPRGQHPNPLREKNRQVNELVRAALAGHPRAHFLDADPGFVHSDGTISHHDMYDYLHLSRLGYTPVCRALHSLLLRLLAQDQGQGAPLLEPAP
# Starred values were filed as active, the others as inactive; / = no result given. Not all compounds are listed (hit frequency here may not be typical).
# Letter code: A = GSTO1 counter; B = PAFAH1B2 inh; C = LYPLA2 counter; D = LYPLA1 inh; E = PAD4 inh; F = PREPL inh; G = pPAFAH FP inh; H = PME-1 primary; I = PAFAH1B3 inh
[1] CC(Oc1ccc(Br)cc1)C(=O)NCC(C)(C)N1CCOCC1 (configuration not stated)
  A = 0 | B = 9 | C = -2 | D = -3 | E = -1 | F = 14 | G = -8 | H = -5 | I = 4

[2] CC(C)(CNc1ccc([N+](=O)[O-])cc1Cl)CNS(C)(=O)=O
  A = -1 | B = 4 | C = 9 | D = -1 | E = -1 | F = -7 | G = 12 | H = 0 | I = 6

[3] CN1C(=O)C(C)(C)c2cc(S(=O)(=O)N3CCC(C(=O)NCc4ccccc4Cl)CC3)ccc21
  A = 9 | B = 1 | C = 4 | D = -3 | E = 1 | F = 16 | G = -2 | H = -6 | I = 7

[4] COc1ccc(-c2noc(CCC(=O)NCC3CCN(Cc4cccc(C)c4)CC3)n2)cc1
  A = 4 | B = -2 | C = 0 | D = 2 | E = -2 | F = -4 | G = 9 | H = 0 | I = 0

[5] CCN(CC)C(=O)c1sc(NC(=O)C(Sc2ccccc2)c2ccccc2)c(C(=O)OC(C)C)c1C (configuration not stated)
  A = -1 | B = 4 | C = -7 | D = -2 | E = -3 | F = 4 | G = 0 | H = -5 | I = 0

[6] O=C(NC1CC1)C1=C[C@H](c2coc3ccccc3c2=O)C[C@H](OCCCCO)O1
  A = 2 | B = 1 | C = 2 | D = -1 | E = 6 | F = 11 | G = 2 | H = -3 | I = 6

[7] Cc1c(CN2CCN(CC(C)C)C(CCO)C2)[nH]c2ccc(Cl)cc12 (configuration not stated)
  A = 4 | B = 1 | C = -2 | D = -2 | E = -3 | F = 46* | G = 0 | H = 1 | I = 8

[8] CCOc1ccc(C(=O)NNC(=O)CN2C(=O)NC3(CCCC3)C2=O)cc1
  A = / | B = 4 | C = 2 | D = -1 | E = -7 | F = 18 | G = 1 | H = 1 | I = 3

[9] Cc1ccc(S(=O)(=O)/N=C(\CN2CCOCC2)N2CCOCC2)cc1
  A = -2 | B = 5 | C = -4 | D = 3 | E = 1 | F = 9 | G = -5 | H = -4 | I = 10

[10] C=CCN1c2ccccc2[C@]23C[C@@H](C(=O)OC)N(C(=O)OCC)C2=NC(C(=O)OC)=C(C(=O)OC)[C@H]13
  A = 2 | B = 7 | C = -2 | D = 0 | E = 0 | F = 0 | G = 6 | H = 1 | I = 15

[11] Cc1c(N(C)S(=O)(=O)c2cccc(C(=O)NC(C)C)c2)c(=O)n(-c2ccccc2)n1C
  A = 18 | B = 0 | C = -15 | D = -4 | E = -11 | F = -8 | G = -9 | H = -11 | I = 5

[12] COc1ccc(C(=O)Nc2nnc(CCS(=O)(=O)c3ccc(C)cc3)s2)cc1
  A = -12 | B = 9 | C = 0 | D = -1 | E = 2 | F = 1 | G = 4 | H = -3 | I = -2

[13] O=C(c1ccc2c(Cl)c3c(nc2c1)CCCC3)N1CCN(c2ccc(F)cc2)CC1
  A = 3 | B = 6 | C = 4 | D = -5 | E = 7 | F = -62 | G = 7 | H = -2 | I = -2

[14] C=CCN(CC=C)C(=O)Cn1cnc([N+](=O)[O-])n1
  A = 9 | B = -1 | C = -6 | D = -1 | E = 1 | F = 22 | G = 2 | H = -2 | I = -2

[15] Cc1cc(C)c2c(-n3cccc3)n[nH]c2n1
  A = -6 | B = -3 | C = 0 | D = 3 | E = 1 | F = 3 | G = 3 | H = 3 | I = 8

[16] COc1ccc(CCC(=O)Nc2nnc(C)s2)cc1
  A = 4 | B = / | C = 4 | D = 5 | E = -2 | F = -8 | G = 2 | H = 0 | I = /

[17] Cc1cc(=O)oc2cc(Oc3ncccn3)ccc12
  A = 0 | B = -2 | C = -1 | D = 1 | E = 1 | F = 7 | G = 3 | H = 8 | I = 9

[18] CC1CCN(c2nc(-c3ccccc3)c(C#N)c(=O)[nH]2)CC1
  A = 5 | B = 3 | C = 3 | D = 2 | E = -6 | F = 10 | G = 1 | H = 0 | I = -3

[19] CC1CC(C)CN(S(=O)(=O)c2ccc(C(=O)NCCCn3ccnc3)cc2)C1 (configuration not stated)
  A = 10 | B = 2 | C = 5 | D = -5 | E = -2 | F = 0 | G = -3 | H = 6 | I = 9

[20] CCCOc1ccc(CC(=O)NNC(=S)Nc2ccccc2)cc1Br
  A = -15 | B = 7 | C = 8 | D = 1 | E = -1 | F = 4 | G = 11 | H = 1 | I = 2

[21] Cc1ccc(C(=O)NC(C)c2ccccc2)o1 (configuration not stated)
  A = 1 | B = 6 | C = 8 | D = 2 | E = -5 | F = 3 | G = -1 | H = 1 | I = 2

[22] CCOC(=O)COc1ccc2c3c(c(=O)oc2c1C)CCC3
  A = 2 | B = 7 | C = 0 | D = 1 | E = 2 | F = -3 | G = 3 | H = -4 | I = 8

[23] c1csc(-c2nnsc2-c2nc3ccccc3[nH]2)c1
  A = -7 | B = 0 | C = 8 | D = -5 | E = 0 | F = -2 | G = 9 | H = -4 | I = 7

[24] CCCCNc1nc2ccccc2n1CC(=O)Nc1c(C)cccc1CC
  A = -3 | B = 1 | C = 6 | D = 0 | E = -1 | F = -5 | G = -2 | H = 7 | I = 6

[25] CCCCNC(=S)NNC(=O)c1c(Cl)c(C)nn1C
  A = -1 | B = 2 | C = -7 | D = -7 | E = -1 | F = 2 | G = 7 | H = -1 | I = 10

[26] CC(=O)Nc1ccc(N/C=C/C(=O)c2ccc(Cl)cc2)cc1
  A = 6 | B = 2 | C = 4 | D = -1 | E = 3 | F = -10 | G = 10 | H = 0 | I = 9

[27] CCN1CCc2nc3sc(C(=O)N4CCc5ccccc5C4)c(N)c3cc2C1
  A = 5 | B = 5 | C = 7 | D = 0 | E = -2 | F = 65* | G = 17 | H = 7 | I = 6

[28] COc1ccc(C(=O)N2CCN(c3cnn(-c4ccccc4)c(=O)c3Cl)CC2)cc1
  A = 9 | B = 4 | C = 9 | D = -4 | E = -1 | F = 12 | G = 2 | H = -4 | I = 15

# An excerpt of these results, with values under each structure.
# The line under a structure holds: GSTO1 counter | PAFAH1B2 inh | LYPLA2 counter | LYPLA1 inh | PAD4 inh | PREPL inh | pPAFAH FP inh | PME-1 primary | PAFAH1B3 inh
1: CC(Oc1ccc(Br)cc1)C(=O)NCC(C)(C)N1CCOCC1 (configuration not stated)
 : 0 | 9 | -2 | -3 | -1 | 14 | -8 | -5 | 4
2: CC(C)(CNc1ccc([N+](=O)[O-])cc1Cl)CNS(C)(=O)=O
 : -1 | 4 | 9 | -1 | -1 | -7 | 12 | 0 | 6
3: CN1C(=O)C(C)(C)c2cc(S(=O)(=O)N3CCC(C(=O)NCc4ccccc4Cl)CC3)ccc21
 : 9 | 1 | 4 | -3 | 1 | 16 | -2 | -6 | 7
4: COc1ccc(-c2noc(CCC(=O)NCC3CCN(Cc4cccc(C)c4)CC3)n2)cc1
 : 4 | -2 | 0 | 2 | -2 | -4 | 9 | 0 | 0
5: CCN(CC)C(=O)c1sc(NC(=O)C(Sc2ccccc2)c2ccccc2)c(C(=O)OC(C)C)c1C (configuration not stated)
 : -1 | 4 | -7 | -2 | -3 | 4 | 0 | -5 | 0
6: O=C(NC1CC1)C1=C[C@H](c2coc3ccccc3c2=O)C[C@H](OCCCCO)O1
 : 2 | 1 | 2 | -1 | 6 | 11 | 2 | -3 | 6
7: Cc1c(CN2CCN(CC(C)C)C(CCO)C2)[nH]c2ccc(Cl)cc12 (configuration not stated)
 : 4 | 1 | -2 | -2 | -3 | 46* | 0 | 1 | 8
8: CCOc1ccc(C(=O)NNC(=O)CN2C(=O)NC3(CCCC3)C2=O)cc1
 : / | 4 | 2 | -1 | -7 | 18 | 1 | 1 | 3
9: Cc1ccc(S(=O)(=O)/N=C(\CN2CCOCC2)N2CCOCC2)cc1
 : -2 | 5 | -4 | 3 | 1 | 9 | -5 | -4 | 10

# Complete entries from above:
# O=C(NC1CC1)C1=C[C@H](c2coc3ccccc3c2=O)C[C@H](OCCCCO)O1 is listed as GSTO1 counter: 2; PAFAH1B2 inh: 1; LYPLA2 counter: 2; LYPLA1 inh: -1; PAD4 inh: 6; PREPL inh: 11; pPAFAH FP inh: 2; PME-1 primary: -3; PAFAH1B3 inh: 6
# CC(C)(CNc1ccc([N+](=O)[O-])cc1Cl)CNS(C)(=O)=O is listed as GSTO1 counter: -1; PAFAH1B2 inh: 4; LYPLA2 counter: 9; LYPLA1 inh: -1; PAD4 inh: -1; PREPL inh: -7; pPAFAH FP inh: 12; PME-1 primary: 0; PAFAH1B3 inh: 6

# Screening results (PubChem BioAssay)
